Source: PubChem
FUS yeast rescue: FUS proteinopathy suppression in yeast | S. cerevisiae FUS-expressing, growth rescue, OD600, 24 h | Potency, µM (top dose mostly 76.6 µM), without a hit: at the highest dose growth rescue (activation), usual class: activators | actives 0.24% (n = 390,000) | AID 1347120;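 further: potency means the concentration at half of the fitted maximal effect; plate controls were DMSO vehicle for no effect and reference control for full effect; nearly all actives have a fitted effect of over 55% in size; some results filed as inactive show a strong effect at the top dose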
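S. cerevisiae expressing FUS from galactose induction served as the toxicity model. Growth after 24hr at 30C, read as absorbance at 600 nm, indicates suppression of toxicity; compounds dosed at several concentrations.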
PTHR1 ag: agonists of human PTHR1 parathyroid hormone receptor; Q03431; HEK293 GP2 PTHR1 cells, GloSensor cAMP luminescence, 1 h; Potency, µM (titrated, usually from 115 µM), for the others: at the highest dose activation, usual class: activators; actives 0.075% (n = 410,000); AID 743266; further: potency means the concentration at half of the fitted maximal effect; nearly all actives have a fitted effect of over 55% in size; some results filed as inactive show a strong effect at the top dose; inactives centre near -15; many of its hits are not listed in these tables
Target sequence (Q03431 whole entry, looked up): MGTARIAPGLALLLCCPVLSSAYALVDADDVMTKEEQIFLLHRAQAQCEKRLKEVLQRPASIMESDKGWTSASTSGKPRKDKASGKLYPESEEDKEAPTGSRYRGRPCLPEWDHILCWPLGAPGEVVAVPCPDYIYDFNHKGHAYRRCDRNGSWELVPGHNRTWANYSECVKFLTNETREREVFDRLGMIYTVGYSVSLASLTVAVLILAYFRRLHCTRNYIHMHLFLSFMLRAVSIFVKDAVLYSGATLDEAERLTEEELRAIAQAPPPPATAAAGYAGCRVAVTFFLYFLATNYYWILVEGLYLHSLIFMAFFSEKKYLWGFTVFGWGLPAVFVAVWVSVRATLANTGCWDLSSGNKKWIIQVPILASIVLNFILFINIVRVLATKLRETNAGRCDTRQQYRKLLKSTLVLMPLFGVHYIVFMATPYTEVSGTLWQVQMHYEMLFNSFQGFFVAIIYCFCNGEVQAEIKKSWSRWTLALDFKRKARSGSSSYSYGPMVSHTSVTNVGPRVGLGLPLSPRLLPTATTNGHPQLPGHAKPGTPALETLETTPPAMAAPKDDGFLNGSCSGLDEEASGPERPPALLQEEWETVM
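HEK-293-derived GP2 cells expressing PTHR1 and a GloSensor cAMP reporter, 3,000/well, plated overnight, given luciferin plus IBMX (each 0.5 mM as added) for 1 h at 37 °C, then compound for 1 h at 37 °C. Luminescence was read after 15 min at room temperature.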
aSyn yeast inh: alpha-synuclein toxicity inhibition in yeast | Yeast expressing alpha-synuclein, growth rescue, BacTiter-Glo, 24 h | Potency, µM (highest dose often 46.1 µM), for the others: top-dose growth rescue (activation), usual class: activators | actives 0.14% (n = 370,000); further: potency means the concentration at half of the fitted maximal effect; % of control where 0% means no effect; nearly all actives have a fitted effect of over 65% in size
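Screening used galactose-induced yeast with toxic alpha-synuclein levels, exposed to compound for 24 hr at 30 deg C. Cell growth, read with BacTiter-Glo luminescence, gave the measured signal.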
TDP-43 yeast inh: TDP-43 toxicity inhibition in yeast; TDP-43 expressing yeast growth rescue, BacTiter-Glo, 24 h; Potency, µM (doses to about 46.1 µM), without a hit: top-dose growth rescue (activation), actives largely listed as activators; actives 1.8% (n = 410,000); further: potency means the concentration at half of the fitted maximal effect; % of control where 0% means no effect; nearly all actives have a fitted effect of over 50% in size
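In this qHTS, compounds that restore growth of yeast expressing TDP-43 appear as activators. Cells (OD600=0.02, galactose medium, raffinose-pregrown) are incubated with compound 24 hr at 30 deg C and growth is quantified by BacTiter-Glo.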
GLP-1R agonist: agonists of human GLP-1 receptor; P43220; AID 624172; Potency, µM (titrated, usually from 45.6 µM), inactives show top-dose activation, usual class: activators; actives 0.007% (n = 380,000); HEK293 GLP-1R CRE-luciferase, luminescence, 4-6 h; cells express a hypersensitive GLP-1R form; further: potency means the concentration at half of the fitted maximal effect; % of control where 0% means no effect
Target sequence (P43220 whole entry, looked up): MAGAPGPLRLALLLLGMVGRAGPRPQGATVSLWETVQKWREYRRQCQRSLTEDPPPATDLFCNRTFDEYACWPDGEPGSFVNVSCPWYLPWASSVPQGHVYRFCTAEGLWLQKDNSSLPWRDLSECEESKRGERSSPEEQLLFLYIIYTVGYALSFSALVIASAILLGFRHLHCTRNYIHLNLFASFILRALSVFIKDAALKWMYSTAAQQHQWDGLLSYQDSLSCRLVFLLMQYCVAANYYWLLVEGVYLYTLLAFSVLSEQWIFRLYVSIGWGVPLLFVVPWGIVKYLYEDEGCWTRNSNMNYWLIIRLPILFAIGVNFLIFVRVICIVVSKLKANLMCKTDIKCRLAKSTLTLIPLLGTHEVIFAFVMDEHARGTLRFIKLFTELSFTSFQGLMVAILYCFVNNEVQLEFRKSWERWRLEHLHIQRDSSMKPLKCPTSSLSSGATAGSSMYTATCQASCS
Abeta yeast res: restores growth of yeast expressing A-beta42 peptide; yeast expressing A-beta42, growth rescue, OD600, 48 h; response scale: 0% DMSO, 100% iron-clioquinol control; Potency, µM (titrated, usually from 46.1 µM), for the others: top-dose growth rescue, hits mostly activators; AID 1347071; actives 0.063% (n = 410,000); further: potency means the concentration at half of the fitted maximal effect; nearly all actives have a fitted effect of over 55% in size
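Yeast growth medium received pinned compounds, then yeast cells expressing toxic A-beta were added; plates incubated at 30 C for 48 hr. Growth read as absorbance at 600 nm, normalized to DMSO and equimolar FeCl3 plus clioquinol controls.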
D3 antag: antagonists of human D3 dopamine receptor; P35462; D3R cells, DiscoveRx beta-arrestin luminescence, antagonist mode; active compounds read low; max response, negative = inhibition, %; actives 2.5% (n = 360,000); AID 652054; in the data active means max response below about -50%; inconclusive means no clear call, values can overlap the other calls; further: on the % scale 0 is the no-effect control and ±100 the full control effect; mostly tested at two doses, the higher about 12 µM
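Cells expressing the human receptor were seeded at 1500 cells/well, incubated overnight at 37 degrees C in 5% CO2, then exposed to library compounds with dopamine controls for 90 minutes at 37 degrees C before luminescent detection.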
pAkt inh: blocks phosphorylation of Akt; AID 651550; Neuro2A IGF-stimulated pAkt S473 HTRF, 20 min; active compounds read low; actives 0.32% (n = 360,000); activity change, % for hits at 50 µM; in the data active means activity change below about -80%; inconclusive means mostly about -51% to -80%; further: on the % scale 0 is the no-effect control and ±100 the full control effect
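Neuro2A cells (4,500/well, DMEM with 0.5% FBS) were treated with compound at a single 50 µM final concentration, stimulated with 6 nM IGF for 20 min at 37 °C, and lysed. Phospho-Akt Ser473 was read by HTRF as 665/615 ratio ×10^4.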
GLP-1R inv ag: GLP-1 receptor (human) inverse agonism. P43220. HEK293 GLP-1R CRE-luciferase, luminescence, 24 h; GLP-1R form is constitutively active. Potency, µM (top dose mostly 38.3 µM), without a hit: at the top dose activity change, negative = inhibition, actives largely listed as inhibitors. actives 1.6% (n = 410,000); further: potency means the concentration at half of the fitted maximal effect; on the % scale 0 is the no-effect control and ±100 the full control effect; nearly all actives have a fitted effect of over 55% in size
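HEK293 cells stably co-expressing a cAMP-responsive luciferase reporter and constitutively active GLP-1R were seeded, incubated 12 h, then exposed to compounds for 24 h at 37 C. Luminescence was read 12 min after detection reagent; inverse agonists lower signal.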
* marks the source's active call; other numbers are inactive results; i = inactive; ? = inconclusive; . = no result given; [ ] = remark or other dose. Unless noted, the call rests on the fitted dose curve; in most records, active means well fitted curve in the direction sought with a large enough effect; inconclusive means small, poorly fitted or top-dose-only effect, or another doubt; inactive means no such curve, though single readings can be large; an effect the other way counts as inactive or inconclusive.

#	molecule	Abeta yeast res	GLP-1R agonist	aSyn yeast inh	pAkt inh	PTHR1 ag	TDP-43 yeast inh	D3 antag	GLP-1R inv ag	FUS yeast rescue
1	Cc1c(C)n(Cc2ccccc2)c2ncnc(NCCO)c12	1%	?	1%	i	-23%	0%	14	37%[activator]	1%
2	CCOC(=O)c1ccc(S(=O)(=O)N2CCNCC2)cc1	-9%	13%	1%	i	i	1%	17	6%	-1%
3	O=C(COC(=O)c1ccccc1F)NNC(=O)c1ccccc1	-7%	1%	6%	i	i	8%	13	4%	-2%
4	O=C(Nc1ccc(F)cc1F)C1CCN(S(=O)(=O)c2ccc3[nH]c(=O)ccc3c2)CC1	-3%	5%	?	.	-14%	21%	.	5%	-15%
5	CN(C)c1ccc(C(=O)NCc2ccc3c(c2)CCN3C(=O)c2ccccc2)cc1	-9%	.	.	.	i	17%	.	-31%	48%
6	O=C(CCN1C(=O)C2C3CCC(C3)C2C1=O)OCC(=O)c1cccc([N+](=O)[O-])c1 (configuration not stated)	-11%	-2%	-3%	i	i	2%	?	10%	.
7	COc1ccc(C)cc1NC(=O)c1nnn(CC(=O)Nc2c(C)cccc2C)c1N	-1%	.	.	.	i	21%	.	2%	3%
8	COc1cccc(CNC(=O)c2cc(-c3ccc(Cl)s3)nc3ccccc23)c1	-7%	.	.	.	i	16%	.	1%	-6%
9	O=C(O)Cc1ccc2oc(-c3ccccn3)nc2c1	-5%	-2%	-4%	i	i	13%	-11	8%	-11%
10	Cc1nn(-c2ccc(F)cc2)c(C)c1CN1CCN(CCC(C)C)C(CCO)C1 (configuration not stated)	-12%	5%	0%	i	i	-6%	-1	-26%	-1%
11	CC(=O)c1cccc(NC(=O)C2Cc3c(-c4ccc(Cl)cc4)ccnc3O2)c1 (configuration not stated)	-29%	6%	?	i	-47%[inhibitor]	?	12	?	40µM*
12	C/C(=N\NC(=O)c1ccco1)c1ccc(-c2ccccc2)cc1	1%	10%	-4%	i	-16%	-1%	4	2%	-4%
13	O=C1CSC(c2ccc([N+](=O)[O-])cc2)N1c1ccccc1 (configuration not stated)	7%	16%	3%	i	-5%	-1%	1	3%	10%
14	CCCn1nc(C(=O)NNC(=O)CSCC(=O)Nc2cc(C)on2)c2ccccc2c1=O	-1%	-1%	-4%	i	-6%	-21%	-8	4%	25%
15	O=C(CSCc1ccccc1)N1CCN(Cc2ccc3c(c2)OCO3)CC1	10%	7%	1%	i	-18%	1%	?	?	3%
16	O=C(Nc1ccc(O)cc1)c1ccc(C(=O)c2ccccc2)o1	-1%	13%	-3%	i	-16%	4%	?	-1%	4%
17	Cc1ccc(-n2nc(-c3ccccc3)c3cnc4cc5c(cc4c32)OCO5)cc1C	-15%	0%	.	.	-11%	-15%	.	14%	4%
18	CC(C)c1nc2ccc(C(=O)O)cc2[nH]1	8%	-4%	-18%	i	i	-14%	19	-1%	-15%
19	CCOC(=O)C1CCCN(S(=O)(=O)c2c(C)c(C)cc(C)c2C)C1 (configuration not stated)	19%	-5%	8%	i	-18%[57.5 µM]	12%	12	?	16%
20	C=CCn1c(SCC(C)=O)nnc1-c1cc(-c2ccccc2)sc1N	-12%	6%	1%	i	?	1%	-13	5%	?
21	O=C1CN(c2ccccc2)C(=S)N1c1ccccc1	4%	-2%	-7%	i	-10%	3%	11	-8%	1%
22	COc1cc(C2NC(=O)NC(C)=C2C(=O)OCC2CCCO2)cc(OC)c1OC (configuration not stated)	-12%	12%	-2%	i	i	-15%	3	4%	11%
23	COc1ccccc1Cc1c(-c2ccc(OC)c(OC)c2)nc2cc(C)c(Br)c(C)n12	-9%	26%	8%	i	14%	11%	-11	?	33%
24	O=C1CCCN2N=C(SCC(=O)N3CCCCC3)SC2=N1	0%	0%	-14%	i	2%	5%	1	-5%	1%
25	CCOCCCNC(=O)c1ccc(Cn2c(=S)[nH]c3c([nH]c4ccc(OC)cc43)c2=O)cc1	-19%	-6%	-6%	i	-16%	-7%	-10	19%	0%
26	CC(C)(C#N)Cc1cc(CC(C)(C)C#N)cc(C(C)(C)C)c1	-9%	2%	-10%	i	-45%[inhibitor]	-20%	-13	-21%	-5%
27	CC(C)N1C(=O)S/C(=C/c2ccccc2OCc2ccc(C(=O)O)cc2)C1=O	2%	9%	12%	i	-27%	0%	-29	-10%	24%
28	O=C(O)CC/C(=N\Nc1ccc(S(=O)(=O)N2CCCC2)cc1[N+](=O)[O-])c1cccs1	5%	-1%	-7%	i	-28%	26%	-28	-8%	.
29	CC(C)(C)NC(=O)C(c1ccncc1)N(Cc1cccs1)C(=O)Cn1nnc(-c2cccs2)n1 (configuration not stated)	-10%	-2%	6%	i	2%[57.5 µM]	-20%	-16	?	44%
30	CSc1ccccc1NC(=O)c1noc2c1CCC2	-44%[inhibitor]	0%	-14%	.	-12%[57.5 µM]	22%	-12	-14%	?

Three compounds from above with just GLP-1R agonist.
| item | SMILES | GLP-1R agonist |
| --- | --- | --- |
| 25 | CCOCCCNC(=O)c1ccc(Cn2c(=S)[nH]c3c([nH]c4ccc(OC)cc43)c2=O)cc1 | -6% |
| 27 | CC(C)N1C(=O)S/C(=C/c2ccccc2OCc2ccc(C(=O)O)cc2)C1=O | 9% |
| 18 | CC(C)c1nc2ccc(C(=O)O)cc2[nH]1 | -4% |

The list continues:
#	molecule	Abeta yeast res	GLP-1R agonist	aSyn yeast inh	pAkt inh	PTHR1 ag	TDP-43 yeast inh	D3 antag	GLP-1R inv ag	FUS yeast rescue
31	Cc1ccc(C(=O)O)cc1S(=O)(=O)Nc1ccccc1C(=O)NC1CC1	-15%	-9%	2%	i	-1%	-8%	3	3%	1%
32	COc1ccc(-n2nc(C(=O)NCC(=O)N3CCOCC3)c3ccccc3c2=O)c(OC)c1	6%	3%	2%	i	i	-15%	0	-2%	7%
33	Cc1ccc(OCC(=O)NC2CC(C)(C)NC(C)(C)C2)c(C)c1	?	-1%	-1%	i	1%	7%	7	?	?
34	COc1cc(C=NOC(=O)Nc2ccccc2)cc(OC)c1OC	-15%	16%	-11%	i	i	?	-6	40%[activator]	13%
35	O=C(c1ccc(S(=O)(=O)N2CCOCC2)cc1)N(c1ccc(F)cc1)C1C=CS(=O)(=O)C1 (configuration not stated)	14%	-4%	-6%	i	i	-5%	-11	2%	-8%
36	O=C(O)CC1=C(Nc2ccccc2)C(=O)N(c2ccccc2)C1c1ccc(Br)cc1 (configuration not stated)	-5%	5%	7%	i	-20%	5%	7	?	27%
37	Cc1ccc(NC(=O)CCCn2c(=O)[nH]c3ccsc3c2=O)cc1	-8%	10%	-7%	i	i	-3%	1	25%	11%
38	CCCc1cc2c(cc1NC(=O)c1ccc(C(C)(C)C)cc1)OCO2	7%	5%	3%	i	-30%[inhibitor]	-31%[inhibitor]	-9	?	38%
39	CC(C)Cn1c(-c2ccc(Cl)cc2)cnc1SCC(=O)N1CCOCC1	-6%	-3%	0%	.	-21%[57.5 µM]	-19%	-22	0%	31%
40	CN(Cc1ccccc1)C(=O)COC(=O)c1cc2ccccc2oc1=O	-19%	-6%	?	i	i	11%	?	-2%	3%
41	O=C(C[C@H]1C/C=C\CC[C@H](Cc2ccc(F)cc2)C(=O)OC[C@@H]2CCCN2C1=O)N[C@H](CO)Cc1ccccc1	-9%	0%	1%	i	-7%	2%	9	2%	?
42	COC(=O)Cc1nnc(SCC(=O)Nc2ccccc2)c2ccccc12	8%	4%	-1%	.	-14%	15%	-3	5%	10%
43	COC(=O)CCC(=O)NNC(=O)c1cccc(Br)c1	13%	-2%	3%	i	-1%	11%	-6	17%	-13%
44	CCSc1ncc(Cl)c(C(=O)Nc2ccc(S(=O)(=O)N3CCC(C)CC3)cc2)n1	-6%	.	.	.	-4%	5%	.	-23%	0%
45	COc1ccc(-n2nc(C(=O)NCC(=O)NCC3COc4ccccc4O3)c3ccccc3c2=O)cc1OC (configuration not stated)	7%	18%	0%	i	i	-2%	17	6%	18µM*
46	CCCn1c(=N)c(C(=O)NC2CCCC2)cc2c(=O)n3cc(C)ccc3nc21	-5%	0%	.	.	i	12%	.	-8%	-10%
47	CCCNC(=O)C(Cc1ccccc1)NC(=O)c1ccc(C(F)(F)F)cc1 (configuration not stated)	-28%	-2%	-11%	i	3%	-18%	8	-12%	10%
48	COc1ccc2c(c1)C(=O)N(Cc1ccccc1)C(=O)C2(C)C	?	25%	17%	i	i	3%	-18	4%	22%
49	Cc1cc(C)cc(C(=O)NC(CC(N)=O)c2ccc(NC3CCCCCCCCCCC3)c([N+](=O)[O-])c2)c1 (configuration not stated)	-13%	-2%	-2%	i	-14%	-6%	4	13%	-20%
50	C/C(=N/NC(=O)c1cc(-c2cccc([N+](=O)[O-])c2)n[nH]1)c1ccc(Cl)cc1	6%	-8%	3%	i	-13%	22%	-3	14%	.
51	O=C(Nc1nncs1)c1cccc(S(=O)(=O)N2CCOCC2)c1	-3%	-1%	0%	i	i	9%	17	-2%	7%
52	COc1ccccc1C(=O)NC(=O)COc1ccc([N+](=O)[O-])cc1	3%	-18%	1%	i	-23%	?	-1	17%	5%
53	O=C(NCc1ccccn1)C1CCN(S(=O)(=O)c2ccccc2C(F)(F)F)CC1	-11%	-1%	2%	i	i	9%	16	1%	1%
54	COC(=O)c1cc(S(=O)(=O)Nc2ccc(C)cn2)c[nH]1	-15%	2%	-4%	.	i	-8%	4	17%	-18%
55	CCCn1c(SCC(=O)Nc2nnc(CC)s2)nnc1-c1ccncc1	18%	6%	-1%	i	-10%	-14%	2	7%	-2%

An excerpt, so the mix of outcomes need not match the whole.
